Source: PubChem
BoNT F protease – blocks Botulinum neurotoxin F light chain protease | Multiplex microsphere protease cleavage assay, flow cytometry | inhibition, % at 10 µM | 360,000 tested, 0.22% active | AID 588497; in the data active = inhibition above about 35%, passing the limit was not always enough; inconclusive = no clear call, values can overlap the other calls; also: plate controls were buffer without enzyme for full effect and enzyme alone for no effect
MazEF act – increases E. coli MazEF RNase cleavage of RNA; activation, % at 20 µM; 350,000 tested, 0.32% active; AID 504720; FAM/BHQ RNA-DNA oligo cleavage fluorescence, 5 h; in the data active = activation above about 50%
Target sequence (P0AE70 whole entry, looked up): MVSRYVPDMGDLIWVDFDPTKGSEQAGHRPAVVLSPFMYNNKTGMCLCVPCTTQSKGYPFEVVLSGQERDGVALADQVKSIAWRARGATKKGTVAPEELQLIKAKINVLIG
Rv3671c inh – Rv3671c (M. tuberculosis) protease inhibition | P9WHR9 | inhibition, % at 5.96 µM | 320,000 tested, 0.048% active | AID 2606; in the data active = inhibition above about 38%;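 also: extracellular domain of Rv3671c used as enzyme; 0% = enzyme with DMSO and 100% = no enzyme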
DUSP3 inh – DUSP3 (human) phosphatase inhibition. inhibition, % at 13.3 µM. AID 1654. recombinant VHR phosphatase, pNPP absorbance. 290,000 tested, 0.52% active; in the data active = inhibition above about 50%; also: some compounds called inactive have numbers as strong as hits
Target sequence (P51452 whole entry, looked up): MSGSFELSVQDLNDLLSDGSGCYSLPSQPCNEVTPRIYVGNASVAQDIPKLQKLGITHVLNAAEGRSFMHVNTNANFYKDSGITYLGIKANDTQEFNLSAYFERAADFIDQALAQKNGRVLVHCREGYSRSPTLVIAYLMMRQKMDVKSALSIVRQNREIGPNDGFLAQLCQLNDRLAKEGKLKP
UGM FP inh – Mtb UDP-galactopyranose mutase inhibition. inhibition, % at 10 µM. purified UGM, fluorescence polarization probe displacement. 320,000 tested, 0.06% active. AID 504406. P9WIQ1; in the data active = inhibition above about 10%, passing the limit was not always enough; inconclusive = no clear call, values can overlap the other calls
Target sequence (P9WIQ1 whole entry, looked up): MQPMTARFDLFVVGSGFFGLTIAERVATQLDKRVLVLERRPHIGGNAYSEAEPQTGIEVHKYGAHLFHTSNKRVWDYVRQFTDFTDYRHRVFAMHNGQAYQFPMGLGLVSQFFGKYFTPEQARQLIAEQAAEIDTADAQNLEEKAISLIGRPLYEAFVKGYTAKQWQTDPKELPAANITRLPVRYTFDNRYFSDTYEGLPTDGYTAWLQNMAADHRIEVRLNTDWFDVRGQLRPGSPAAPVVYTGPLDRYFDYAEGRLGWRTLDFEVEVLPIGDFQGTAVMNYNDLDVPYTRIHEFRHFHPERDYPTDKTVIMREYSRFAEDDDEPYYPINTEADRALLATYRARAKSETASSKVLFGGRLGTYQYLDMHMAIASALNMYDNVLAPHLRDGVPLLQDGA
FadD28 binding – M. tuberculosis FadD28 bisubstrate binding inhibition | FadD28 bisubstrate probe binding, fluorescence polarization | inhibition, % at 12.5 µM | 360,000 tested, 0.22% active | AID 588549; in the data active = inhibition above about 8.5%, passing the limit was not always enough; inconclusive = no clear call, values can overlap the other calls
BioA inh – inhibitors of Mycobacterium tuberculosis BioA enzyme | purified M. tuberculosis BioA enzyme, plate reader | inhibition, % at 9.99 µM | 360,000 tested, 0.096% active; in the data active = inhibition above about 40%; inconclusive = no clear call, values can overlap the other calls
GDH-TPI inh – counter-screen for M. tuberculosis FBA inhibitors: GDH-TPI coupled enzymes; GDH-TPI coupled enzyme counterscreen, NADH absorbance; 360,000 tested, 1.2% active; inhibition, % at 4.8 µM;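 also: 0% = DMSO wells and 100% = wells lacking the enzyme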
CCHF vOTU inh – blocks the CCHF virus ovarian tumor domain protease; CCHFV vOTU protease, Pep-AMC fluorescence; AID 651958; 370,000 tested, 0.55% active; inhibition, % at 11.5 µM; also: 0% = vehicle wells with enzyme and 100% = no enzyme wells
Mtb FBA inh – inhibits M. tuberculosis FBA enzyme; purified M. tuberculosis FBA, fluorescence read-out; P9WQA3; inhibition, % at 1 µM; 360,000 tested, 2.3% active; AID 588726; in the data active = inhibition above about 27%;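 also: 0% = vehicle and 100% = reference inhibitor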
Target sequence (P9WQA3 whole entry, looked up): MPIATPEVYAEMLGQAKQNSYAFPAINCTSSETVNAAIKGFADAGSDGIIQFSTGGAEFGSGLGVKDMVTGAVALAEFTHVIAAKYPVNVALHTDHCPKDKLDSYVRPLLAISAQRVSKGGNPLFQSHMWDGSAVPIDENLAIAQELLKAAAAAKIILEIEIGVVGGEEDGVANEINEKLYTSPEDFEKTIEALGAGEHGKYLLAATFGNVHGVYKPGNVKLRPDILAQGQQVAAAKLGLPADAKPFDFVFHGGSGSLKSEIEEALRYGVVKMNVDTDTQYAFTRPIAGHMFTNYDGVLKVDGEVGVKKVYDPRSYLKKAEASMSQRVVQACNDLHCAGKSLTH
Active calls of the source: *; ? = inconclusive; / = no result given. Rule as the data show it, unless noted: active = inhibition above about 30%; inactive = the rest. Rows are unselected; about 4.9% have a hit in one of these screens.

SMILES	BoNT F protease	MazEF act	Rv3671c inh	DUSP3 inh	UGM FP inh	FadD28 binding	BioA inh	GDH-TPI inh	CCHF vOTU inh	Mtb FBA inh
CC(C)NC(=O)NC(=O)COc1c(F)c(F)cc(F)c1F	-11	-3	-2	30	-0.8	-3.0	-1.5	6	5	-2
Cc1ccc(CN(C)C(=O)CN2C(=O)NC3(CCCc4ccccc43)C2=O)c(C)c1 (stereo not drawn)	13	6	-1	/	1.1	-1.5	0.3	4	12	2
COc1ccc(-c2c(C(=O)O)nc3ccccc3c2C(=O)O)cc1	0	1	8	18	1.0	-0.2	0.3	7	-10	-1
Cc1cc(OCc2cc(C(=O)N(C)C3CCOC3)no2)cc(C)c1Cl (stereo not drawn)	-4	4	-2	-5	1.3	-0.3	1.3	7	-5	-1
COc1ccccc1/C(O)=C(\C#N)c1nc2ccccc2[nH]1	-8	7	0	1	-0.7	-1.0	/	13	3	-1
CCN(CC)CCCN(Cc1cc2ccc(C)c(C)c2[nH]c1=O)C(=O)NC1CCCCC1	-5	16	-7	30	1.3	-1.2	/	7	-10	7
CC(NCC(O)COc1ccc(Br)cc1)c1ccccc1 (stereo not drawn)	-8	-17	-2	4	-0.3	-0.8	-1.5	-9	9	-1
Cc1cc(=O)[nH]c(N2CCCCC2)n1	0	10	/	/	/	-0.3	-0.3	-1	-6	-2
Cc1ccc(NC(=O)C(C)Sc2nc3nc(C)cc(C)n3n2)cc1 (stereo not drawn)	/	-3	-4	/	-1.1	-0.1	6.5	2	1	-1
COc1ccc(S(=O)(=O)N2CCCCCC2)cc1Br	-1	5	/	7	/	-2.2	1.0	2	-6	1
Cc1cc(C)c(C#N)c(SCc2c(F)cccc2[N+](=O)[O-])n1	-6	0	-6	7	-1.6	-0.7	/	5	-10	-1
CC1CCCCC1NC(=S)Nc1ccc(SC(F)F)cc1 (stereo not drawn)	2	6	-11	10	0.0	-1.9	0.0	0	7	-2
N/C(=N\OCC(=O)Nc1ccc(F)c(Cl)c1)c1ccccc1	-5	-8	10	/	-2.4	-0.9	1.0	1	-8	5
Cc1csc(/C(C#N)=N/O)n1	-2	-3	0	-1	3.1	-0.1	-1.0	12	8	1
Cc1cc(S(=O)(=O)Nc2ccc(C(=O)NCCCN3CCCC3=O)cc2)ccc1F	-5	0	14	/	0.3	-3.4	/	1	0	0
CCOC(=O)C1=C(COC(=O)/C=C/c2ccco2)NC(=O)NC1C (stereo not drawn)	14	-3	-8	/	-1.7	0.3	-0.4	16	14	5
COc1ccc(Cl)cc1NS(=O)(=O)c1cc(Br)cnc1N	5	1	4	-9	-1.0	-3.8	0.4	-1	-2	0
Cc1ccccc1-c1nc(CS(=O)(=O)CC(=O)N2CCN(C)CC2)c(C)o1	11	7	5	15	-4.8	-2.1	-1.1	-3	0	1
CCOc1cc(/C=C(\C#N)C(=O)Nc2cccc(C(=O)O)c2)ccc1OCc1ccc(Br)cc1	9	-28	-9	53*	1.7	-4.1	0.5	2	-20	-6
O=[N+]([O-])c1cccc(CSc2cccc[n+]2[O-])c1	2	4	0	26	0.7	-1.0	/	2	3	-1
CCC(=O)Nc1cccc(NC(=O)CSc2nnnn2C2CCCC2)c1	-11	8	-1	-12	0.1	1.3	2.6	-5	-11	2
CC(=O)Nc1ccc(S(=O)(=O)Nc2nc3nc(-c4ccccc4)cc(-c4ccccc4)n3n2)cc1	13	-1	-20	11	4.0	-18	4.2	7	-37	24
Cc1[nH]c(=O)[nH]c(=O)c1S(=O)(=O)N1CCCC(C(=O)N2CCN(c3cccc(C(F)(F)F)c3)CC2)C1 (stereo not drawn)	-6	9	1	8	-0.1	-0.9	/	-6	9	-4
O=C1CN(C(=O)CC2C(=O)NCCN2Cc2ccccc2C(F)(F)F)CCN1 (stereo not drawn)	-12	0	1	14	0.6	-3.9	-2.0	1	-8	-3
C/C(=N\NC(=O)COc1ccc(C#N)cc1)c1ccc(N2CCOCC2)cc1	2	-3	-1	-4	-2.0	-0.4	/	23	-4	0
O=C(NCc1ccccc1Cl)c1cnccc1C(F)(F)F	?	-1	1	32	1.2	0.5	/	-1	8	0
CC(=O)N(CCc1ccccc1)Cc1cc2cc(C)ccc2[nH]c1=O	-23	-7	8	0	-2.5	0.3	-2.1	10	1	1
CCSc1nnc(N2C(=O)CC(c3ccsc3)C3=C2CC(C)(C)CC3=O)s1 (stereo not drawn)	-4	10	-24	-2	1.0	-1.9	-2.0	7	3	1
CCOC(=O)c1c(C)oc2ccc(OS(C)(=O)=O)cc12	-1	3	-1	-4	-2.8	-2.8	/	-7	13	-2
COc1ccc(-c2cc(=O)oc3c(C)c(O)ccc23)cc1	-14	20	-16	5	-2.6	-2.3	-2.1	15	-10	24
CC(C)=C1C(=O)NN(c2ccc(C)c(Cl)c2)C1=O	9	-1	11	-8	-0.4	5.2	/	6	1	0
CCc1ccccc1NC(=O)C1CCCN(S(=O)(=O)c2ccc3c(c2)CC(C)N3C(C)=O)C1 (stereo not drawn)	-14	1	5	-2	-0.7	1.7	2.3	8	8	4
Cc1nn(C)c(C)c1NC(=O)CC12CC3CC(CC(C3)C1)C2	-1	2	5	25	2.1	-2.7	/	12	-8	0
NC(=O)c1ccc(NC(=O)CN2C(=O)NC(c3ccccc3)(c3ccccc3)C2=O)cc1	8	6	-9	/	-0.6	-5.7	-1.1	4	25	0
C#Cc1cccc(Nc2nc(NCc3ccccc3OC)nc3ccsc23)c1	-4	/	/	/	/	-1.5	-2.3	14	2	3
OCCNCc1ccc(OCc2ccc(Cl)cc2Cl)cc1	-19	8	0	7	2.4	-3.4	/	5	6	-2
COC(=O)[C@H](Cc1ccccc1)NC(=O)O[C@H]1C(=O)c2ccc(OC)cc2O[C@@H]1c1ccc2c(c1)OCO2	/	-4	-27	4	-2.2	/	/	/	/	/
COc1cccc(C(=O)N2CCN(C3CCN(Cc4ccccc4)CC3)CC2)c1OC	5	12	4	-8	2.9	-1.9	/	-5	-9	3
CC(OC(=O)/C(C#N)=C/c1ccc(N(C)C)cc1)C(=O)N(C)c1ccccc1 (stereo not drawn)	-4	/	-51	/	-4.7	-0.8	-12	-1	17	-37
COC(=O)C1C(O)C(C)C(O)C(C)/C=C\C=C(/C)C(=O)Nc2c(C)c(OC(C)=O)c3c(c2O)C(=O)C(C)=C2OCOC(=C23)/C(C)=C/C(C)(O)C(O)C(C)C1O (stereo not drawn)	4	0	-4	22	0.8	0.2	0.9	-2	7	-6
CCOC(=O)/C(=C/c1c2ccccc2cc2ccccc12)NC(=O)c1ccccc1	-6	-1	-6	22	0.6	-3.5	-0.4	4	-7	1
COc1ccc2nc3oc(C(=O)Nc4ccc(OC)c(OC)c4)cc3cc2c1	-8	0	-30	12	-0.3	-2.9	2.4	3	-6	18
Fc1ccc(-c2nnc(N3CCOCC3)c3ccccc23)cc1F	-10	6	-3	-8	1.0	/	/	5	16	0
CCOc1ccc(C(=O)c2ccncc2)cc1	-1	2	10	4	-1.0	-2.3	-0.9	7	-13	1
Cc1ccc(-n2nc(C)c3c2OC(N)=C(C#N)C3c2cccs2)cc1 (stereo not drawn)	-5	3	-79	26	3.3	-1.9	-1.4	5	-1	1
Cc1cccc(C)c1NC(=O)CN(C)CC(=O)N1CC(=O)Nc2ccccc21	3	1	-7	/	2.5	0.4	/	4	10	1
CCCNC(=O)CC(NS(=O)(=O)c1ccc(NC(C)=O)cc1)C(C)C (stereo not drawn)	-4	11	-7	-15	0.9	-1.4	0.0	-6	-11	0
O=C(CCNC(=O)c1ccc([N+](=O)[O-])cc1)Nc1ccccc1N1CCOCC1	-4	-4	-9	6	0.1	?	/	1	-7	1
COc1ccc(/C(O)=C2/C(=O)C(=O)N(CCCN3CCOCC3)C2c2ccc(N(C)C)cc2)cc1 (stereo not drawn)	-17	0	-3	30	1.4	-0.5	-0.6	15	-7	0
COc1ccc(C(=O)C[n+]2cc(Br)cc3ccccc32)cc1[N+](=O)[O-]	52*	11	-4	7	-3.3	-1.1	-0.9	10	4	-1
COc1ccc(CCNC(=O)C23CCC(C)(C(=O)C2=O)C3(C)C)cc1OC (stereo not drawn)	5	10	-6	17	0.2	0.0	0.0	-6	-4	0
Cc1ccc(NC(c2ccccc2)c2nc3ccccc3[nH]c2=O)cc1 (stereo not drawn)	-8	-3	2	12	-0.3	-2.0	-0.7	19	-11	1
COc1cc(/C=N\NC(=O)c2cccnc2)ccc1OC(=O)c1ccccc1Cl	9	19	-29	11	-0.6	-15	0.2	7	4	0
CC(C)c1ccccc1-n1cc[nH]c1=S	-2	-2	7	-8	-1.3	-0.6	/	1	-11	1
COc1ccccc1N1CCN(/N=C/c2cccc(OC)c2O)CC1	-5	-1	1	-12	-0.6	0.4	/	14	-6	3
Cn1cc(/C=N/n2cnc3sc4c(c3c2=O)CCCC4)c2ccccc21	9	-13	-1	30	-2.4	-2.5	/	7	-4	0
O=C1OC(c2ccc(Cl)cc2)=N/C1=C\N1CC2CC(C1)c1cccc(=O)n1C2 (stereo not drawn)	-4	-1	4	-1	0.5	-0.3	/	60*	9	2
Clc1cccc(CN2CCCCCC2)c1	?	2	6	20	0.1	0.8	1.4	6	-10	-1
Cc1nc(NC(=O)C2CCCCC2)sc1C	-10	7	-4	13	-1.6	-0.6	-0.1	1	14	1
CC(=O)CCc1ccc(OCCCCn2cncn2)cc1	-6	6	-2	14	2.1	1.6	-1.8	7	8	1
Further structures follow:
SMILES	BoNT F protease	MazEF act	Rv3671c inh	DUSP3 inh	UGM FP inh	FadD28 binding	BioA inh	GDH-TPI inh	CCHF vOTU inh	Mtb FBA inh
O=c1oc(-c2cccs2)nc2ccc(Cl)cc12	-3	-1	-2	15	-0.8	-2.4	/	6	-9	0
Cn1c(=O)[nH]c(=O)c2c1nc(SCC(O)CO)n2CCCc1ccccc1 (stereo not drawn)	-16	7	2	-16	5.7	0.9	0.3	-1	-1	4
c1ccc(-c2cc3ncccc3cn2)cc1	-2	0	0	/	3.3	-1.3	-0.6	5	0	9
NS(=O)(=O)c1ccc(CCNC(=O)C(=O)c2cn(CC(=O)N3CCCC3)c3ccccc23)cc1	5	-14	-4	24	-2.5	-3.2	-2.2	8	5	3
CCCCCOC(=O)C1C2C=CC3(CN(c4ccccc4C)C(=O)C13)O2 (stereo not drawn)	2	-5	-1	7	-0.8	-1.2	-2.9	4	-5	-1
COc1ccccc1CCC(=O)OCC(=O)N1c2ccccc2NC(=O)C1(C)C	-12	3	-1	/	-1.0	-4.8	11	11	12	-3
Cc1oc2c(c(C)cc3oc(=O)c(CC(=O)NCCCO)c(C)c32)c1C	-30	6	5	/	-3.4	-2.0	-0.4	8	-23	20

Part of the list above, in CSV form:
mol,BoNT F protease,MazEF act,Rv3671c inh,DUSP3 inh,UGM FP inh,FadD28 binding,BioA inh,GDH-TPI inh,CCHF vOTU inh,Mtb FBA inh
c1ccc(-c2cc3ncccc3cn2)cc1,-2,0,0,/,3.3,-1.3,-0.6,5,0,9
NS(=O)(=O)c1ccc(CCNC(=O)C(=O)c2cn(CC(=O)N3CCCC3)c3ccccc23)cc1,5,-14,-4,24,-2.5,-3.2,-2.2,8,5,3
Cn1c(=O)[nH]c(=O)c2c1nc(SCC(O)CO)n2CCCc1ccccc1 (stereo not drawn),-16,7,2,-16,5.7,0.9,0.3,-1,-1,4
O=c1oc(-c2cccs2)nc2ccc(Cl)cc12,-3,-1,-2,15,-0.8,-2.4,/,6,-9,0
COc1ccccc1CCC(=O)OCC(=O)N1c2ccccc2NC(=O)C1(C)C,-12,3,-1,/,-1.0,-4.8,11,11,12,-3
Cc1oc2c(c(C)cc3oc(=O)c(CC(=O)NCCCO)c(C)c32)c1C,-30,6,5,/,-3.4,-2.0,-0.4,8,-23,20
CCCCCOC(=O)C1C2C=CC3(CN(c4ccccc4C)C(=O)C13)O2 (stereo not drawn),2,-5,-1,7,-0.8,-1.2,-2.9,4,-5,-1
